# Rpn11 block – blocks the human proteasome subunit Rpn11; actives 0.59% (n = 360,000); calls only at 20 µM; human 26S proteasome, Ub4-pepOG fluorescence polarization; 20S core pre-blocked with epoxomicin; O00487;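 active = inhibition at 20 µM, scaled to each plate's controls, above about 33%, limit read from the data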
# STEP block – inhibitors of human striatal-enriched phosphatase STEP; recombinant STEP, OMFP fluorogenic substrate, fluorescence; AID 588621; inhibition, % at 20 µM; actives 0.25% (n = 360,000); P54829;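 active = inhibition at 20 µM, scaled per plate between control wells, above about 37%, limit read from the data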;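 also: 0% = DMSO with enzyme and substrate and 100% = substrate only without enzyme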
#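 Assay system: isolated STEP enzyme / Timing: 20 min at room temperature, dark / Doses: 20 µM, 1% DMSO / Technique: fluorescence intensity, excitation 480 nm, emission 540 nm / Reagent: fluorogenic phosphatase substrate OMFP at 25 µM final / Measure: percent inhibition scaled to no-enzyme and uninhibited-enzyme controls, plate-pattern corrected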
# Rin1-Abl PPI inh – blocks binding of human Rin1 to Abl. AID 588664. inhibition, % at 7.35 µM. actives 0.4% (n = 360,000). TR-FRET Rin1/Abl binding, biochemical. P00519+Q13671; in the data active = inhibition above about 5%, passing the limit was not always enough
# DNMT1 block – DNMT1 (human) enzyme inhibition. P26358. DNMT1 molecular beacon, Hinp1I cleavage, fluorescence. AID 588458. inhibition (reported as % activation of signal), % at 10 µM. actives 0.83% (n = 360,000); in the data active = inhibition above about 50%
# Target sequence (P26358 504-1616 limits assumed): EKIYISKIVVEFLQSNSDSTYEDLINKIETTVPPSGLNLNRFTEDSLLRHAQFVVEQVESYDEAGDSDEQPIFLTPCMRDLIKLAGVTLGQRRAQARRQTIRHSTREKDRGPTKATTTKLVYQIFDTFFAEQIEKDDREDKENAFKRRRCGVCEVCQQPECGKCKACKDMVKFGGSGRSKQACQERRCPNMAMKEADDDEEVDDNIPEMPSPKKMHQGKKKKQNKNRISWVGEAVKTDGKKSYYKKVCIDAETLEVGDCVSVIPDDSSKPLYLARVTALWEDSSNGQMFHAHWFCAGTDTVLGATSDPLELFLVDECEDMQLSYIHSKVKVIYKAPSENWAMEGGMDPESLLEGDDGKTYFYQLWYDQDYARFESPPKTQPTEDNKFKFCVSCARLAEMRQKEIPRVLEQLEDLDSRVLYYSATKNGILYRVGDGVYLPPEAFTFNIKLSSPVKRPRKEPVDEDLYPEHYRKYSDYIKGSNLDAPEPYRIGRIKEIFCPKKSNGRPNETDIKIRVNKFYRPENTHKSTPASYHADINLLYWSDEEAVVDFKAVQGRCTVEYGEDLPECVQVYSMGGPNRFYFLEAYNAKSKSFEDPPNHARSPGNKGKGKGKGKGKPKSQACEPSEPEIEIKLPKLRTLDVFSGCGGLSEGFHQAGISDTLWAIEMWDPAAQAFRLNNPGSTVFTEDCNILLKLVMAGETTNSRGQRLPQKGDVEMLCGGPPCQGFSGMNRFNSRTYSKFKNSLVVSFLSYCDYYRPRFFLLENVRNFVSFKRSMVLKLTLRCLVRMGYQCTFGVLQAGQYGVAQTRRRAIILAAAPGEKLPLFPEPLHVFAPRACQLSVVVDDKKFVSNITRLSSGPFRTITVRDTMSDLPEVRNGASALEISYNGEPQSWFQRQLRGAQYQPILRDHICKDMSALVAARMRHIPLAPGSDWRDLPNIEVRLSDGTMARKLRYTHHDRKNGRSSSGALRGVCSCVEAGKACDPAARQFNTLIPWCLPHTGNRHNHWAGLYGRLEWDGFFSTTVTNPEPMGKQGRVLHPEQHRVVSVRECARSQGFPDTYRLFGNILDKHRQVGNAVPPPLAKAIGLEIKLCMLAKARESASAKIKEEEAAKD
# NadD block – NadD (S. aureus) enzyme inhibition; inhibition, % at 20 µM; actives 0.78% (n = 360,000); purified NadD enzyme, colorimetric absorbance read-out; in the data active = inhibition above about 26%; also: some compounds past the cut are filed as inactive
# SUMO1-SIM PPI – alters human SUMO1 binding to SIM partners; SUMO1 binding to a labelled peptide, TR-FRET, 1 h; inhibition, % at 20 µM; actives 0.33% (n = 360,000); AID 602429; in the data active = inhibition above about 37%
# CSN inh – CSN deneddylation inhibition; Q92905; Purified CSN, SCF-Nedd8-OG deneddylation, fluorescence polarization; inhibition, % at 12.5 µM; actives 0.38% (n = 360,000); AID 651999;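 active = pattern-corrected inhibition above about 35%, with an unprinted fluorescence ratio check between 0.5 and 1.5, limit read from the data, passing the limit was not always enough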;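 also: 0% = enzyme with substrate and 100% = substrate without enzyme; some results filed as inactive read as strong as hits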
#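 Assay system: purified human Csn5 enzyme expressed in HEK293T cells; Input: 0.24 nM Csn5 enzyme, final concentration; Reagent: 10 nM SCFSkp2-Nedd8OG; Compound dosing: 12.5 µM single point; Times: reaction 90 min, room temperature; Technique: fluorescence polarization readout.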
# Neddylation inh – blocks human cullin neddylation; P61081+Q13564; TR-FRET cullin neddylation, biochemical; calls only at 25 µM; actives 0.58% (n = 360,000); AID 651699; in the data active = inhibition above about 36%
# Scp1 inh – blocks human Scp-1 phosphatase activity; inhibition, % at 20 µM; Recombinant Scp1, phosphopeptide, malachite green phosphate absorbance; actives 0.88% (n = 340,000); Q9GZU7;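 active = inhibition above about 50% at 20 µM, limit read from the data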;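 also: plate controls were DMSO wells with enzyme for no effect and wells lacking enzyme for full effect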
#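 Test system: SCP-1 phosphatase catalytic domain, residues 76-261; measured by: colorimetric phosphate reagent with accelerator and stabiliser, absorbance at 630 nm; timing: enzyme reaction 45 min at room temperature, colour 5 min, stabilisation 30 min; also added: Phosphorylated 17-residue peptide substrate; compound dosing: one concentration, 20 µM, with 1.0% DMSO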
# LMPTP block – blocks human LMPTP phosphatase. P24666. actives 0.22% (n = 360,000). recombinant LMPTP-A, OMFP fluorogenic substrate, fluorescence intensity. AID 651560. inhibition, % at 20 µM;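 active = compounds that cut the enzyme signal by at least half of the control window in the single-dose screen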;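 also: plate controls were DMSO wells with enzyme plus substrate for no effect and substrate without enzyme for full effect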
#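 material = LMPTP-A | quantity = 0.625 nM enzyme | reagent = OMFP substrate, 400 µM final | buffer or medium = Bis-Tris pH 6.0, DTT, detergent | detection = endpoint fluorescence intensity from OMFP dephosphorylation | dosing = single 20 µM dose | read-out basis = % inhibition relative to no-enzyme and uninhibited control wells | control set = no-enzyme and uninhibited controls | timing = 50 min at room temperature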
# * marks the source's active call; other numbers are inactive results; i = inactive; . = no result given.
SMILES,Rpn11 block,STEP block,Rin1-Abl PPI inh,DNMT1 block,NadD block,SUMO1-SIM PPI,CSN inh,Neddylation inh,Scp1 inh,LMPTP block
CN(C)C(CNC(=O)c1ccc(NS(=O)(=O)c2cccc([N+](=O)[O-])c2)cc1)c1ccco1 (configuration not stated),i,1,-3,4,0,-22,1,i,-5,-0.6
O=C(CN1CCN(Cc2cccc(F)c2)CC1)NCc1ccccc1,i,-3,-1,-1,1,-5,1,i,-7,-0.4
O=c1[nH]nc(N=Nc2c(O)[nH]c3ccc(F)cc23)c(=O)[nH]1,i,4,-3,2,-7,-5,1,i,6,0.3
O=C(Cn1cc(C(=O)c2cccs2)c2ccccc21)NCC1CCCO1 (configuration not stated),i,-9,-2,0,0,2,0,i,-7,-1.3
CCOC(=O)c1c2c(n(-c3ccc(OC)cc3)c1C)C(=O)C(=O)c1ccccc1-2,i,8,4,86*,2,13,28,i,-13,21
C=CCn1c(NCc2ccccc2)nc2ccccc21,i,0,5,1,0,-3,1,i,-3,3.6
CCOC(=O)C1CCN(C(=O)Cn2cc(C(=O)C3CC3)c3ccccc32)CC1,i,-2,1,2,-5,-5,-2,i,-5,0.0
CN[C@@H](C)C(=O)NC[C@H]1O[C@@H](n2cnc3c(N)ncnc32)[C@H](O)[C@@H]1O,i,2,-3,1,-3,1,-8,i,1,-2.2
CNC(=S)NNC(=O)Cn1ccc(C)n1,i,-2,-5,0,-2,-3,-3,i,-6,-1.6
COC(=O)c1c(C(=O)OC)c(-c2ccc(C)cc2)n2c1CS(=O)(=O)C2,i,0,2,0,6,3,-2,i,-5,-0.2
Cc1ccc2c(c1)N(CC(=O)NCc1cccs1)C(=O)CO2,i,0,-2,-1,-9,0,-6,i,0,-1.7
CCOc1cc(Br)cc(/C=N/NC(=O)c2cccnc2)c1O,i,2,1,1,-3,-12,5,i,10,0.2

# 2 entries from above in a different format.
Compound	Rpn11 block	STEP block	Rin1-Abl PPI inh	DNMT1 block	NadD block	SUMO1-SIM PPI	CSN inh	Neddylation inh	Scp1 inh	LMPTP block
O=C(Cn1cc(C(=O)c2cccs2)c2ccccc21)NCC1CCCO1 (configuration not stated)	i	-9	-2	0	0	2	0	i	-7	-1.3
CCOC(=O)c1c2c(n(-c3ccc(OC)cc3)c1C)C(=O)C(=O)c1ccccc1-2	i	8	4	86*	2	13	28	i	-13	21

# More structures.
SMILES,Rpn11 block,STEP block,Rin1-Abl PPI inh,DNMT1 block,NadD block,SUMO1-SIM PPI,CSN inh,Neddylation inh,Scp1 inh,LMPTP block
CN1CCc2c(sc(NC(=O)c3ccc(S(=O)(=O)N4CCCC4)cc3)c2C(N)=O)C1,.,-2,-2,-6,1,-26,14,i,4,2.4
O=C(NCCCN1CCCC1=O)C1CCN(S(=O)(=O)N2CCOCC2)CC1,i,6,-2,3,-5,0,3,i,3,-0.1
O=C(Nc1ccc(F)cc1)C1CCCN(C2=NS(=O)(=O)c3ccccc32)C1 (configuration not stated),i,-2,2,4,-2,1,-3,i,-10,-2.2
CCOC(=O)CCc1c(C)c(C#N)c2nc3ccccc3n2c1-n1cnc2ccccc21,i,1,0,-1,10,-34,4,i,-10,0.2
CC1CN(CCCOc2ccccc2-c2ccccc2)CC(C)O1 (configuration not stated),i,-2,-4,2,-13,1,-4,i,-5,-0.7
Cc1ccc(-c2noc(CSc3nnnn3C3CCCCC3)n2)cc1,i,0,-1,1,-5,4,0,i,-7,2.2
Cn1c(N)c(C(=O)COC(=O)c2ccc(Cl)c(S(=O)(=O)N3CCCCC3)c2)c(=O)n(C)c1=O,i,6,0,1,2,5,3,i,-10,0.4
Nc1nc(SCc2ccc(F)cc2)n[nH]1,i,0,-1,0,-6,4,1,i,-5,-2.4
O/N=C(\c1ccccc1)c1nccc2ccccc12,i,-3,-1,2,5,-9,-1,i,-11,-0.2
CCOC(=O)c1ccc(N=Cc2nc3ccccc3n2C)cc1,i,-7,-1,-6,-3,-6,7,i,-8,0.2
Cc1cc(C)cc(Cn2cc(CN3CC(N4CCN(Cc5ccccc5F)CC4)CS3(=O)=O)nn2)c1 (configuration not stated),.,.,.,.,3,4,-4,i,.,-0.7
COc1ccc(Cl)cc1-c1n[nH]c(=S)n1Cc1ccccc1,i,-1,0,4,3,-2,1,i,0,1.0
O=C(CSc1ccccc1F)NC1CCS(=O)(=O)C1 (configuration not stated),i,-2,2,1,6,0,-7,i,-4,0.2
CCCCCN1C(C)=CC(=C(C#N)C#N)C=C1C,i,1,1,-3,-3,9,0,i,-3,0.9
O=C(Nc1ccc(N2CCOCC2)cc1N1CCOCC1)c1ccc(Cl)cc1,i,-2,-1,-1,2,4,5,i,-7,-0.6
CC1(C)Cc2c(C#N)c(N3CCN(C(=O)c4ccco4)CC3)nc(-c3ccco3)c2CS1,i,-8,-1,4,2,4,-5,i,56*,-0.3
COc1ccc(C(=O)COC(=O)/C=C/c2ccc(S(=O)(=O)Nc3cccc(S(N)(=O)=O)c3)cc2)cc1,i,-1,-1,-12,19,-27,1,i,-20,2.9
COc1ccc2nc(Cl)c(C=O)c(N3CCOCC3)c2c1,i,6,0,6,-7,-19,3,i,.,-2.5
Nc1nc2ccccc2n1S(=O)(=O)c1ccccc1,i,2,-3,-2,2,1,0,i,.,-0.2
Cc1cc(C)cc(NC(=O)C2CCCC2)c1,i,-2,0,-1,-6,-2,-2,i,2,0.3
CSc1ccc(C2C(C#N)=C(N)Oc3c2ccc(=O)c2c(C)oc(C)c32)cc1 (configuration not stated),.,6,2,74*,58*,22,49*,i,-7,15
C=CCNc1nnc(SC2CC(=O)N(c3ccc(OCCC)cc3)C2=O)s1 (configuration not stated),i,1,2,2,3,1,-7,i,6,2.1
O=C(CCCSc1nc2ccccc2[nH]1)NCc1ccco1,i,-1,2,1,-2,1,4,i,2,-1.3
O=C(Nc1ccccc1Cl)N1CCn2c(nc3ccccc32)C1,i,-8,4,2,-5,0,-6,i,-4,-0.2
Cc1ccc(NC2CCCN(C(=O)c3cc4ncccn4n3)C2)cc1C (configuration not stated),i,-1,37*,1,2,6,1,i,-5,-1.1
COC(=O)c1cn(NC(=O)C2CCCO2)c(=O)c2ccccc12 (configuration not stated),i,-1,6,2,-6,1,0,i,-2,-0.5
COc1cccc(CNc2nc3cc(-c4cccc(Cl)c4)sc3c(=O)n2C)c1OC,i,-1,-4,-9,4,-21,4,i,.,5.4
C(=N\Nc1ccccn1)/c1cccnc1,i,0,-5,0,-5,-12,4,i,-10,-0.7
CC(/C=N/NC(=O)Cn1cnc2c1c(=O)n(C)c(=O)n2C)=C\c1ccco1,i,-2,-4,-2,-12,-6,2,i,-4,-0.5
O=C(COC(=O)c1cccc(OC(F)F)c1)NC(=O)NC1CCCCC1,i,-3,0,-3,-1,-5,4,i,-8,3.0
O=C(NCc1ccc2c(c1)OCO2)c1cc([N+](=O)[O-])ccc1N1CCCCC1,i,3,-5,-3,2,-23,-12,i,-5,1.8
COc1cccc(C2[C@H](C)C3(CCN2C)OCCO3)c1 (some centres not stated),i,-1,-1,6,3,-3,-6,i,2,-0.7
C[C@H]1CN([C@@H](C)CO)C(=O)Cc2cc(NC(=O)CCC(F)(F)F)ccc2O[C@H]1CN(C)CC1CC1,i,-3,-1,3,-4,1,-3,i,-7,-1.4
CCC(=O)Nc1ccc(S(=O)(=O)Nc2c(NC)c3ccccc3oc2=O)cc1,i,1,0,0,1,2,5,i,-6,0.0
CCOc1ccc(NC(=O)C2CCCN(S(=O)(=O)c3ccc(-n4cnnn4)cc3)C2)cc1 (configuration not stated),i,-6,3,2,-6,-3,6,i,-8,-0.4
COCCN(C(=O)CSc1nnc(-c2ccc(C(C)(C)C)cc2)n1N)c1c(N)n(CC(C)C)c(=O)[nH]c1=O,i,2,0,0,-1,-3,-4,i,1,-0.7

# Retrieved by compound from above, 3 records:
SMILES,Rpn11 block,STEP block,Rin1-Abl PPI inh,DNMT1 block,NadD block,SUMO1-SIM PPI,CSN inh,Neddylation inh,Scp1 inh,LMPTP block
CCC(=O)Nc1ccc(S(=O)(=O)Nc2c(NC)c3ccccc3oc2=O)cc1,i,1,0,0,1,2,5,i,-6,0.0
CCOc1ccc(NC(=O)C2CCCN(S(=O)(=O)c3ccc(-n4cnnn4)cc3)C2)cc1 (configuration not stated),i,-6,3,2,-6,-3,6,i,-8,-0.4
C(=N\Nc1ccccn1)/c1cccnc1,i,0,-5,0,-5,-12,4,i,-10,-0.7

# The list goes on.
SMILES,Rpn11 block,STEP block,Rin1-Abl PPI inh,DNMT1 block,NadD block,SUMO1-SIM PPI,CSN inh,Neddylation inh,Scp1 inh,LMPTP block
c1ccc2c(c1)SCc1nnc(-c3ccncc3)n1-2,i,-3,-2,5,-5,4,104,i,-14,-1.0
COC(=O)c1ccc(Cn2nnc3c(=O)[nH]c(C4CCN(S(=O)(=O)c5ccc(F)cc5)CC4)nc32)cc1,i,-2,5,-5,27,2,1,i,-7,1.7
CCOC(=O)C1(C)CCCCN1C(=O)c1cccnc1 (configuration not stated),i,-2,-7,3,2,0,-2,i,.,-1.7
Cc1ccc(Cl)c(OCC(=O)Nc2cc(S(=O)(=O)N3CCOCC3)ccc2N2CCCC2)c1,i,0,-1,-3,5,0,1,i,-6,2.0
O=C(COc1ccc(F)cc1)Nc1ccc(-n2cnnn2)cc1,i,7,-6,-4,2,-3,-6,i,-9,-0.9
CC(C)(C)c1cc(N/C=C\c2nnnn2-c2ccc(Br)cc2)no1,i,-3,-1,8,-5,1,1,i,-3,-0.4
Cc1ccc2c(c1)-c1c(cnn1CC(=O)N(Cc1ccco1)C1CCCCC1)CO2,i,2,0,1,7,4,2,i,-11,3.1
CCn1c(C)nc2cc(C(=O)N/N=C(\C)c3ccc(OC)cc3O)ccc21,i,-2,-3,0,7,-13,-6,i,-5,-1.4
Cc1nc2sc(C(c3cccc(F)c3)N3CCC(C)CC3)c(O)n2n1 (configuration not stated),i,-2,0,5,1,1,-2,i,37,-0.6
Cc1ccc(S(=O)(=O)CCC(=O)Nc2nnc(-c3ccccc3S(C)(=O)=O)o2)cc1,i,0,3,-1,7,2,1,i,-4,-1.6
Nc1cccc(C(=O)Nc2ccccc2Cl)c1,i,-3,5,1,-1,-3,-2,i,-4,-0.3
CC(=O)NC(c1cccc(F)c1)c1nc(-c2cccc(C(F)(F)F)c2)cs1 (configuration not stated),i,0,4,18,-8,1,5,i,.,1.6
CN(CC(=O)Nc1cccc(F)c1)C(=O)C1CCC(C(=O)N(C)CC(=O)Nc2cccc(F)c2)CC1 (configuration not stated),i,-4,1,0,6,1,-2,i,3,-0.7
CCN(CC)CCNC(=O)Cc1c(C(=O)O)n(C)c2ccccc12,i,3,-1,0,2,-4,4,i,0,-3.9
Cc1ccc2c(c1)N=C(c1ccc(Cl)cc1)CO2,i,0,-1,-11,-1,-2,1,i,-4,2.2
COc1ccc(Cc2[nH]n3c(=O)cc(C(C)C)nc3c2-c2ccccc2)cc1,i,0,2,2,12,0,-18,i,-3,0.8

# Compounds were not picked by outcome; 3.8% or so of the library scored in one or more.
